Assay outcomes as filed in PubChem.
Bcl-B Bim block – disrupts Bim peptide binding to human Bcl-B; AID 951; Q9HD36; inhibition, % at 10 µM; 0.073% of 190,000 active; bead-based flow cytometry;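 note: 0% = tracer peptide without compound and 100% = reference inhibitor peptide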
Target sequence (Q9HD36 whole entry, looked up): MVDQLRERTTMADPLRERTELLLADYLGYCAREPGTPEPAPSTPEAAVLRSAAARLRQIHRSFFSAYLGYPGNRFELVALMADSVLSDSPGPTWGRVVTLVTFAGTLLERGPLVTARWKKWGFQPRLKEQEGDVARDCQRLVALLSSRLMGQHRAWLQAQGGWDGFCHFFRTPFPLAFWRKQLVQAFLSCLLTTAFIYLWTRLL
Bcl-W Bim block – disrupts Bim peptide binding to human Bcl-W. AID 952. 0.02% of 190,000 active. inhibition, % at 10 µM. bead-based flow cytometry;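 note: 0% = bound tracer without compound and 100% = peptide blocker; higher means less fluorescent Bim peptide bound to Bcl-W beads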
Target sequence (Q92843 whole entry, looked up): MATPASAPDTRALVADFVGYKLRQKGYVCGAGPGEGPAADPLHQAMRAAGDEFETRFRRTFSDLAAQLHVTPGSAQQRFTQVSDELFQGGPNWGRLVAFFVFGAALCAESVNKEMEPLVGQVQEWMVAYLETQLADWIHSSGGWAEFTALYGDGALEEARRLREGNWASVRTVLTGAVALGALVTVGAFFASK
Bim-Bcl-XL – inhibitors of Bim-Bcl-XL interaction, human; 0.04% of 190,000 active; Bim peptide-Bcl-XL binding, bead flow cytometry, fluorescence; inhibition, % at 10 µM
Rac1 wt modul – alters GTP binding to wildtype human Rac1. P63000. GST-Rac1 beads, fluorescent GTP binding, flow cytometry; actives lie on both sides; 0 = cold GTP competed, 100 = untreated. GTP binding activity (% of control), % at 10 µM. 0.27% of 190,000 active. AID 757;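 active = GTP binding activity at least 20 points away from the 100% control level, either lower or higher; inconclusive = compound flagged as likely green fluorescent, judged across all proteins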
Rab2A wt mod – changes GTP binding to wildtype dog Rab2A, up or down; GST-Rab2 wt beads, Bodipy-GTP binding, flow cytometry; P61105; 0.19% of 190,000 active; GTP binding activity, % at 10 µM;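 active = GTP binding activity at least 20 points away from 100%, either lowered or raised; inconclusive = signal likely due to the compound's own green fluorescence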;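 note: 0% = beads with excess unlabeled GTP and 100% = no-compound control corrected for plate trend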
Rac1 mut GTP – alters GTP binding to activated mutant human Rac1; P63000; GST-Rac1 activated beads, fluorescent GTP binding, flow cytometry; actives lie on both sides; 100% means binding = to untreated wells; percent activity (GTP binding), % at 10 µM; 0.11% of 190,000 active; AID 764;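 active = GTP binding at least 20 percentage points away from the 100% baseline, in either direction, so actives lie on both sides; inconclusive = Compound likely fluorescent itself, or too few beads counted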
Rab7 wt GTP bind – dog Rab7 wildtype GTP binding, inhibitors and activators. GTP binding activity (percent of control), % at 10 µM. 0.055% of 190,000 active. GST-Rab7 beads, fluorescent GTP binding, flow cytometry; actives lie on both sides; untreated = 100%, excess cold GTP = 0%;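 active = fluorescent GTP binding to Rab7 beads changed by at least 20 points from the 100% baseline, either direction, mostly lower; inconclusive = compound itself probably fluorescent, or too few beads counted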;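 note: median green fluorescence of bound Bodipy-FL-GTP per Rab7 bead population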
HRas wt GTP – changes GTP binding to wildtype human HRas. GST-Ras wt beads, Bodipy-FL-GTP binding, flow cytometry; actives lie on both sides. GTP binding activity, % at 10 µM. AID 759. 0.14% of 190,000 active;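 active = GTP binding activity at least 20% away from the 100% baseline, either lowered as inhibitor or raised as activator; inconclusive = flagged as likely green fluorescent, judged across all proteins in the well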;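 note: 0% = unlabeled GTP competition control and 100% = no-compound control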
Target sequence (P01112 whole entry, looked up): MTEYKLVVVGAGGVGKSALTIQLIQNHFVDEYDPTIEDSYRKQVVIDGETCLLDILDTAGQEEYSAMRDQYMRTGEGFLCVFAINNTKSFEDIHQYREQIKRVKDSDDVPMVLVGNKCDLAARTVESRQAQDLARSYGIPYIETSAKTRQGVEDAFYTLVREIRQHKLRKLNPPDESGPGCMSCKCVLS
Cdc42 wt – changes GTP binding to wildtype human Cdc42 | 0.2% of 190,000 active | GST-Cdc42 beads, Bodipy-GTP binding, flow cytometry; actives lie on both sides | percent activity (GTP binding), % at 10 µM;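 active = percent activity GTP binding at least 20 points away from the 100% baseline, either down as inhibitor or up as activator; inconclusive = compound flagged as likely green fluorescent from well-wide comparison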;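 note: median bead fluorescence of bound Bodipy-FL-GTP at 100 nM; 0% = excess unlabeled GTP control and 100% = no compound control; below 100% means less GTP binding so inhibitor and above means activator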
Target sequence (P60953 whole entry, looked up): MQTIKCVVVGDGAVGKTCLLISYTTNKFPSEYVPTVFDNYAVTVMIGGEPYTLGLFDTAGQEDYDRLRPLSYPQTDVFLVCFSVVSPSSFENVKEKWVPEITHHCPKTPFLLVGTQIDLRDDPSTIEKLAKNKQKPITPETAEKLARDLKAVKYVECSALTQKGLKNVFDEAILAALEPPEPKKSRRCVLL
Bim-Bfl-1 – inhibitors of Bim-Bfl-1 interaction, human; Bead-based flow cytometry, Bim-Bfl-1 binding inhibition; inhibition, % at 10 µM; Q16548; 0.12% of 190,000 active; AID 1008;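 note: 0% = wells without compound plus tracer and 100% = blocker peptide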
Bim-Bcl-2 – disrupts Bim peptide binding to human Bcl-2 | P10415 | Bead-based flow cytometry, Bim peptide-Bcl-2 binding | inhibition, % at 10 µM | 0.06% of 190,000 active | AID 950; in the data active = inhibition above about 40%; inconclusive = no clear call, values can overlap the other calls;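 note: 0% = no compound wells with probe peptide and 100% = reference peptide inhibitor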
Target sequence (P10415 whole entry, looked up): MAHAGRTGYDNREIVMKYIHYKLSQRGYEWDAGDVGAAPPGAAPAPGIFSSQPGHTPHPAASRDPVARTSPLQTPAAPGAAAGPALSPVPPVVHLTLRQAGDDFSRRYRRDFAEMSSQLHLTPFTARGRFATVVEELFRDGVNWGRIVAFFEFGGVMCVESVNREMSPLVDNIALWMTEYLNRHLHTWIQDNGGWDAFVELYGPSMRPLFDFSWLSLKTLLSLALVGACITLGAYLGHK
Numbers without * were called inactive; u = inconclusive. Cut-off read from the data, not from the text of the source, unless noted: active = inhibition above about 40%.

SMILES	Bcl-B Bim block	Bcl-W Bim block	Bim-Bcl-XL	Rac1 wt modul	Rab2A wt mod	Rac1 mut GTP	Rab7 wt GTP bind	HRas wt GTP	Cdc42 wt	Bim-Bfl-1	Bim-Bcl-2
COc1ccc(NC(=O)c2cc(OC)c(OC)c(OC)c2)cc1S(=O)(=O)N1CCCCC1	-4	0	-3	95	94	93	101	93	89	-3	-1
CCC(C)NCCCOc1ccc([N+](=O)[O-])cc1 (stereo not given)	-6	-3	-12	107	99	97	98	98	101	-2	-3
COCCOC(=O)c1c(NC(=O)CN(C)c2ccccc2)sc(C(N)=O)c1C	-6	-1	-2	91	97	94	103	96	94	-4	2
CCCCCCCC[n+]1c(C)n(-c2ccccc2)c2ccc(NC(C)=O)cc21	-1	0	-3	92	95	94	102	97	94	0	1
Cc1cc(C)c(NC(=O)OCCN2CCOCC2)c(C)c1	-7	-1	-4	97	96	95	97	100	98	-12	-8
COc1ccc(N2CCN(CC(=O)Nc3nnc(-c4ccccc4)s3)CC2)cc1	-7	0	-4	111	107	104	103	106	108	-11	-13
O=C(Nc1ccccc1)Nc1cccn(Cc2c(F)cccc2Cl)c1=O	-2	1	-1	102	96	97	98	98	94	-1	-4
COc1ccc2nc3ccccc3nc2c1	-2	0	3	96	94	94	96	95	96	0	7
O=C(c1cccs1)N1CCN(C2CCCCC2)CC1	0	0	-1	100	98	97	94	97	99	-13	0
COc1cccc(C(=O)OCCN2C(=O)c3ccccc3C2=O)c1OC	-6	2	0	97	97	97	99	98	97	-8	-3
Cc1cccc(C(=O)Nc2ccnc(-c3cccnc3)n2)c1	-2	-2	-1	96	93	94	99	94	92	-8	-3
COC(=O)c1c(NC(C)=O)sc2c1CCCC2	-3	3	6	98	98	95	96	100	101	-11	-4
Cn1c2c(c(=O)n(C)c1=O)CN(CCc1ccccc1)CN2	-8	3	-14	u	u	u	u	u	u	-11	-5
O=C(OCC(=O)c1c[nH]c2ccccc12)c1cc2ccccc2cc1O	-4	-3	-4	99	98	98	102	99	98	0	1
Cc1ccc(CN2CCN(CC(C)C)C(CCO)C2)s1 (stereo not given)	-4	-1	-2	101	96	100	96	97	98	-3	0
CCN(CC)Cc1nc2c(c(=O)[nH]1)C1(CCCCC1)Cc1ccccc1-2	-3	-4	-5	101	99	99	98	100	100	-3	-6
C/C(=N\N1C(=O)c2ccccc2C1=O)c1cccc([N+](=O)[O-])c1	-6	-3	-6	103	98	99	96	95	100	-3	-4
CC(=O)Nc1ccc2nc(-c3ccco3)[nH]c2c1	-8	-1	-3	94	94	93	95	94	94	-5	2
Cc1ccc(NC(=O)c2ccc(S(=O)(=O)N3CCC(C)CC3)cc2)cc1	-3	2	-4	104	101	102	100	104	105	-10	-2
Cc1ccc(-n2nc(C)c3c2OC(N)=C(C#N)C3c2ccc(C)o2)cc1 (stereo not given)	-37	-34	-31	100	101	99	97	100	103	-34	-32
CCCCn1c(N)c(NCc2ccccc2)c(=O)[nH]c1=O	8	-1	-2	101	97	95	100	99	96	5	2
COc1cc(OC)cc(C(=O)NC2CCN(Cc3nnnn3Cc3cccs3)CC2)c1	3	0	0	104	98	98	97	99	99	0	0
Cc1cc(C(=O)N/N=C2\CCCC(C)C2)n[nH]1 (stereo not given)	-3	0	-2	104	104	101	101	102	106	-3	0
Cc1ccc(NS(=O)(=O)c2ccc(C(=O)NCC3CCCO3)cc2)cc1 (stereo not given)	-2	0	0	100	97	97	96	96	97	-5	-4
COc1cc(C2NC(=S)NC(C)=C2C(=O)OC(C)C)ccc1OC(C)C (stereo not given)	-30	-8	0	105	104	95	98	100	102	15	1
CC(=O)Nc1ccc(NC(=O)CSc2nnc(C3CC3)n2C)cc1	0	-3	0	108	105	106	101	106	108	0	-1
Cc1cc(NS(=O)(=O)Cc2ccccc2)cc(C)c1OCC(=O)N1CCOCC1	-4	-3	-8	102	97	99	99	99	98	-16	-8
CCc1nc(SCC(=O)Nc2ccccc2C(=O)OC)n[nH]1	-3	1	-5	109	103	102	107	104	106	-7	-6
CCCS(=O)(=O)N1CCCC(C(=O)N2CCN(c3ccccc3)CC2)C1 (stereo not given)	1	0	2	101	99	99	96	99	101	-2	3
Cc1ccc(C(=O)CSc2nnc(COc3ccc(C#N)cc3)n2-c2ccccc2)cc1	-2	-2	-2	104	97	98	97	101	100	-2	-6
Cn1c(SCC(=O)O)nnc1C1CCCCC1	-3	-2	-1	94	97	95	94	95	96	0	-1
COc1ccc(-c2cn[nH]c2N)cc1OC	-2	-5	-4	100	97	95	99	96	94	-1	-1
CCn1ccnc1CN(C)C(=O)c1cc(COc2c(F)cccc2F)on1	-4	1	-4	100	95	94	95	91	94	-4	-1
COC(=O)c1cc2oc(C)cc2n1CC(=O)Nc1ccc(OC)c(OC)c1OC	-6	1	-3	95	94	93	98	98	94	-10	-7
O=C(CC1C(=O)N(c2ccc(Cl)cc2)C(=S)N1CCc1ccncc1)Nc1ccc(F)cc1 (stereo not given)	-7	10	-2	104	99	96	103	103	104	-12	-4
Cc1ccc(-n2nc3ccc(N)cc3n2)cc1	0	2	-2	104	102	101	103	104	105	14	6
CC(C)=C1SC(N2CCN(Cc3ccccc3)CC2)=NC1=O	-10	-1	-9	106	103	100	99	99	103	-28	-9
O=C(CN1C(=O)CCC1=O)Nc1nc(-c2nc3ccccc3s2)cs1	-15	-6	-7	102	100	97	98	101	101	-9	-9
C=CCOc1ccc(CNC(C)(C)C)cc1OC	-6	0	4	101	98	100	96	96	101	-8	-8
Cc1nnc(NC(=O)c2oc3cc(C)c(C)cc3c2C)s1	-5	0	-1	104	101	99	100	104	102	-8	-5
CCOc1ccc(CN2CCN(Cc3cnn(CC)c3C)CC2CCO)cc1 (stereo not given)	-6	-3	-4	94	95	93	91	94	95	-5	-1
CCC(=O)OCC(=O)c1c(N)n(Cc2ccccc2)c(=O)n(C)c1=O	-6	-4	-5	99	95	96	94	97	98	-11	-7
Cc1ccc(C)c(S(=O)(=O)N/N=C/c2ccc(N(C)C)cc2)c1	-7	-2	-3	96	97	93	107	96	98	-8	-3
CC(=O)NC(=S)Nc1ccc(NC(=O)COc2ccc(C(C)C)cc2)cc1	-5	0	-2	102	100	101	102	103	101	-1	-3
Clc1ccc2c(N3CCCC3)ccnc2c1	-6	-1	-3	113	102	105	101	107	105	-12	-9

Only Rac1 mut GTP, Rac1 wt modul and Rab2A wt mod, for some of the entries so far:
molecule | Rac1 mut GTP | Rac1 wt modul | Rab2A wt mod
Cc1nnc(NC(=O)c2oc3cc(C)c(C)cc3c2C)s1 | 99 | 104 | 101
CCOc1ccc(CN2CCN(Cc3cnn(CC)c3C)CC2CCO)cc1 (stereo not given) | 93 | 94 | 95

(further entries)
SMILES	Bcl-B Bim block	Bcl-W Bim block	Bim-Bcl-XL	Rac1 wt modul	Rab2A wt mod	Rac1 mut GTP	Rab7 wt GTP bind	HRas wt GTP	Cdc42 wt	Bim-Bfl-1	Bim-Bcl-2
CCCCCC(=O)Nc1nc(C)c(-c2csc(Nc3cc(OC)ccc3OC)n2)s1	-1	0	0	102	99	99	100	100	100	3	-1
O=C(CSc1nnc(-c2ccc(F)cc2)n1-c1ccccc1)NCCN1C(=O)CSC1=O	-9	-6	-8	104	97	97	99	100	100	-3	-5
COc1ccc(-c2cc(=O)oc3c(C)c(O)c(CN(C)C)cc23)cc1	-4	-3	-6	98	96	96	97	99	98	-1	-1
CN(C)C(=O)CN1CCN(Cc2cn(C)nc2-c2ccc3c(c2)OCCO3)CC1	-6	-1	-2	95	95	95	100	96	94	-6	-3
CCn1nc(C)c(CN2CCCC(C(=O)c3cccc(OC(C)C)c3)C2)c1C (stereo not given)	-3	-2	-2	103	98	96	103	101	96	-4	0
Cc1ccc(CCn2c3c(c4ccccc42)CN(C)CC3)cn1	-3	0	-2	108	101	99	98	100	105	-6	-3
O=C(Nc1nccs1)c1cc(-c2ccccc2)nn1-c1ccccc1	-5	-2	-3	104	99	99	103	101	104	-6	-6
O=C1N/C(=N\N=C\c2ccco2)SC1Cc1ccc(F)cc1 (stereo not given)	-4	-2	-4	98	98	93	104	97	96	-4	2
CCOC(=O)CNC(c1ccccc1)c1cc(Br)ccc1NC(=O)OCC (stereo not given)	0	0	1	99	97	98	98	99	100	2	4
CCOc1ccc2nc(C)cc(Nc3ccc(N4CCOCC4)cc3)c2c1	13	2	-7	105	99	99	100	98	104	0	-2
COc1cc(OC)cc(C(=O)NC(C)c2cnn(-c3ccccc3C)c2C)c1 (stereo not given)	-1	1	-1	106	99	98	102	99	101	0	-1
O=C(CS(=O)(=O)Cc1ccccc1)N1CCN(C(=O)c2ccco2)CC1	-8	-1	-5	101	99	97	98	98	99	-11	-8
O=C(COc1cccc(C(F)(F)F)c1)Nc1ccc(S(=O)(=O)N2CCCC2)cc1	-4	-2	-3	98	96	95	93	99	99	-3	-7
O=C1CCN(C(=O)Nc2cccc(Cl)c2)N1	-12	0	-7	104	100	97	101	99	104	-14	-10
CC(C)CCN1C(=O)CCC1(C)C(=O)NC1CCCCCCC1 (stereo not given)	-6	-6	-1	100	98	99	97	100	100	-13	-6
Cc1ccc(NC(=O)c2ccc(N3C(=O)C4CC=C(Cl)CC4C3=O)cc2)cc1 (stereo not given)	-8	1	-5	108	103	103	104	104	110	-12	-2
O=C(CCc1ccccn1)N1CCCC(CNS(=O)(=O)c2cccs2)C1 (stereo not given)	-4	1	-1	54*	62*	53*	62*	60*	61*	-5	0
Cc1nnc(SCCc2ccccc2)[nH]c1=O	-3	-5	-2	105	101	100	100	102	103	-4	-5
N#C/C=C\Oc1ccc(Cl)cc1N	-12	-3	-7	106	99	99	100	101	102	-7	-6
CC(/C=C/c1ccccc1F)=N\NC(=O)c1ccc(Cl)cc1	-1	-11	-2	99	97	96	97	95	97	-6	-2
c1coc(-c2nc3c4c5c(sc4ncn3n2)CCCC5)c1	-7	0	-3	96	95	94	95	99	96	-7	-6
CCOc1ccc(NC(=O)COC(=O)C23CC4CC(CC(C4)C2)C3)c([N+](=O)[O-])c1	-6	-4	-6	105	98	99	101	101	102	-1	-2
Cc1ccc(-c2nc3ccccn3c2NC(=O)c2ccco2)cc1	-1	-2	-7	101	96	98	98	102	100	0	12
Cc1ccsc1/C=N/Nc1ncnc2nc[nH]c12	-1	0	-1	93	99	97	107	99	97	-6	-2
CCOC(=O)c1cnc(SC2CC(=O)N(c3cccc(OC)c3)C2=O)nc1N (stereo not given)	-13	-3	-9	106	99	100	97	102	103	-21	-11
O=C(Oc1coc(CSc2ncccn2)cc1=O)c1cccc([N+](=O)[O-])c1	0	0	-2	95	95	94	94	94	93	-3	-1
